NCI-60 one-dose screen, 48 h, at 10 µM unless noted. Numbers give growth in % (100 = growth as untreated, 0 = no growth, -100 = all killed).
SK-MEL-2: SK-MEL-2 melanoma; 77,000 compounds, 4.7% hits
M14: M14 melanoma; 80,000 compounds, 6.2% hits
HOP-92: HOP-92 NSCLC cells. 71,000 compounds, 6.3% hits. AID 1794738
EKVX: EKVX NSCLC; 71,000 compounds, 3% hits; AID 1794765
HOP-62: HOP-62 NSCLC; 80,000 compounds, 3.9% hits; AID 1794735
SK-MEL-28: SK-MEL-28 melanoma. 81,000 compounds, 4.1% hits
SK-MEL-5: SK-MEL-5 melanoma | 80,000 compounds, 6.4% hits | AID 1794755
A549/ATCC: A549/ATCC NSCLC. 81,000 compounds, 3.7% hits. AID 1794740
Starred values were filed as active, the others as inactive; . = not tested or not shown; & = joins results of further samples; ! = not active in a repeat. Rule for the calls: active = growth percent below 10; inactive = the rest.

Values in the order – SK-MEL-2	M14	HOP-92	EKVX	HOP-62	SK-MEL-28	SK-MEL-5	A549/ATCC
C=C1C(=O)O[C@H]2[C@H]1CC/C(COC(=O)NCc1ccc(Cn3c(=O)sn(-c4ccc(OC)cc4)c3=O)cc1)=C\CC[C@@]1(C)O[C@@H]21
    68.1	25.7	-1.0*	97.1	98.9	71.0	97.9	97.7
O=[N+]([O-])c1ccc(S(=O)(=O)Nc2ccsc2-c2nc(-c3ccccc3)no2)cc1
    89.8	83.4	65.2	92.2	76.2	96.9	89.9	97.6
COc1cc(C#N)ccc1S(=O)(=O)Nc1ccc2c(c1)cc(C)c(=O)n2C
    98.5	97.9	91.8	89.7	88.6	108.2	93.0	87.5
Cc1c(-n2nnc(-c3nc4ccccc4s3)c2N)c(=O)n(-c2ccccc2)n1C
    106.6	109.6	103.7	100.7	102.8	111.1	99.6	104.6
Cc1cc(Nc2ccc(C#N)cc2)nc(N)n1
    78.5	98.4	104.5	100.8	109.8	111.6	101.5	79.0
CS(=O)(=O)c1nccc(-c2c(-c3ccc(F)c(O)c3)nc3sccn23)n1
    98.0	88.7	.	94.9	103.2	100.4	88.7	94.3
COc1ccc(O)c(/C=C(/C)c2ccc3cc(OC)ccc3[o+]2)c1
    104.9	.	114.9	104.8	103.1	100.1	103.5	111.6
Cc1cc(Cc2cc(C)c(O)c(C(=O)O)c2)cc(C(=O)O)c1O
    95.4	98.4	76.2	98.6	91.6	108.4	100.5	87.3
C=C(C)[C@@H]1CC[C@]2(COC)CC[C@]3(C)[C@H](CC[C@@H]4[C@@]5(C)CCCNC(C)(C)[C@@H]5CC[C@]43C)[C@@H]12
    84.6	-39.4*	74.9	53.9	71.1	-61.2*	48.1	39.0
Nc1nn(C(=O)c2ccc(C(F)(F)F)nc2)cc1-c1ccc(Cl)cc1
    79.9	93.5	84.4	86.5	88.5	104.7	84.7	98.4
O=C1CCCCC1(CCc1ccncc1)CCc1ccncc1
    84.8	98.4	.	71.6	72.6	108.9	62.6	89.4
O=S(=O)(CS(=O)(=O)Oc1ccccc1)Oc1ccccc1
    105.7&105.4	102.0&106.1	95.7	92.5	100.2	117.6&111.5	101.9&95.7	99.3&93.7
CC(=O)NC(Cc1ccccc1)C(=O)Nc1ccc(Cl)cc1 (stereo unspecified)
    119.1	99.9	75.2	105.5	91.9	110.2	100.7	84.0
O=C(CSc1nc2ccccc2c(=O)[nH]1)NNC(=O)c1ccc([N+](=O)[O-])cc1
    114.3	112.9	91.7	85.7	100.8	98.8	99.2	104.8
COc1cc(C(=O)NCC(=O)NN=C(C)C)cc(OC)c1OC
    134.7	103.2	127.4	115.9	99.4	117.0	113.2	106.2
Cc1cccc(CSc2nc(=O)n(CCCO)c3c2CCC3)c1
    112.2	97.8	108.2	97.7	98.3	119.9	101.9	100.2
OC1(c2ccc(F)cc2)CCCCC1
    116.6	106.4	75.1	98.7	103.1	116.6	110.8	107.3
CC(C)NCCOS(=O)C(c1ccccc1)c1ccccc1 (stereo unspecified)
    94.4	97.3	83.9	100.5	101.9	111.9	95.4	85.7
CCOC1=CC(=O)OC(c2ccccc2)C1 (stereo unspecified)
    109.8	96.3	.	123.1	100.6	119.2	102.7	98.1
Cn1c2nc(=O)[nH]nc2c2cc(Br)cc(Br)c21
    .	114.8	.	.	104.2	110.7	.	96.0
COc1cc2c(c(OC)c1OC)C(=O)CC(c1cccc(C(=O)Nc3ccc(C#N)cc3)c1)O2 (stereo unspecified)
    74.6	72.1	64.6	80.2	91.5	95.6	37.5	87.4
Cn1cc(-c2cc(N)n3nc(-c4cn(C)c5ccccc45)cc3n2)c2cc(Br)ccc21
    -84.5*	-74.4*	-59.0*	-22.1*	-45.2*	-86.4*	-63.5*	4.1*
CCCCCC(C)(C)O
    97.1	17.2	103.7	.	92.2	108.3	103.2	89.3
O=C(O)c1cnc[nH]1
    109.9	96.9	106.0	102.1	95.6	101.3	103.5	98.5
O=C1N(Cl)C2(c3ccccc3)N(Cl)C(=O)N(Cl)C2(c2ccccc2)N1Cl (stereo unspecified)
    106.8	101.0	92.3	97.4	97.8	110.9	101.7	100.5
F[C@H]1CCO[C@H](/C=C/c2ccccc2)C1
    120.5	82.6	80.9	98.7	111.5	95.4	98.4	106.7
Cc1cccc(/C=C/c2ccc(NC(=S)NCCCCN(C)C)cc2)c1
    -79.6*	-64.4*	-57.2*	-90.5*	-67.4*	-96.5*	-92.3*	-57.9*
CCn1c(Sc2nnc(NC(=O)CCSC(=S)N3CCCCC3)s2)nc2c1c(=O)n(C)c(=O)n2C
    100.8	89.9	70.9	95.1	108.9	96.5	96.8	97.7
C=C1C(=O)O[C@H]2[C@H]1CC/C(COC(=O)NCc1c[nH]c3ccc(Cl)cc13)=C\CC[C@@]1(C)O[C@@H]21
    -6.5*	-53.2*	-35.7*	-22.4*	60.5	-63.0*	-17.6*	55.8
OC(c1cc(-c2ccc(C(F)(F)F)cc2)nc(C(F)(F)F)c1)C1CCCCN1 (stereo unspecified)
    -61.0*!	-76.6*	-58.7*!	3.7*!	-89.1*!	-93.1*!	6.7*	-44.5*!

4 of the compounds above, tab-delimited.
mol	SK-MEL-2	M14	HOP-92	EKVX	HOP-62	SK-MEL-28	SK-MEL-5	A549/ATCC
Nc1nn(C(=O)c2ccc(C(F)(F)F)nc2)cc1-c1ccc(Cl)cc1	79.9	93.5	84.4	86.5	88.5	104.7	84.7	98.4
Cc1cccc(CSc2nc(=O)n(CCCO)c3c2CCC3)c1	112.2	97.8	108.2	97.7	98.3	119.9	101.9	100.2
CC(=O)NC(Cc1ccccc1)C(=O)Nc1ccc(Cl)cc1 (stereo unspecified)	119.1	99.9	75.2	105.5	91.9	110.2	100.7	84.0
COc1cc(C(=O)NCC(=O)NN=C(C)C)cc(OC)c1OC	134.7	103.2	127.4	115.9	99.4	117.0	113.2	106.2

(cont.)
Values in the order – SK-MEL-2	M14	HOP-92	EKVX	HOP-62	SK-MEL-28	SK-MEL-5	A549/ATCC
Nc1ccccc1NC(=O)c1ccc(CN2CCC/C(=C\c3ccccn3)C2=O)cc1
    27.0	12.3	46.0	33.2	41.8	16.3	-15.6*	26.2
COc1cc([N+](=O)[O-])c2ncccc2c1
    .	99.0	109.4	.	99.9	115.3	85.4	98.8
CC1Cc2c(Cl)ncnc2N(C)c2ccccc21 (stereo unspecified)
    -28.2*	14.7	26.0	21.7	22.8	20.9	-75.1*	16.6
CC(=O)c1ccc2c3c(n(C)c2c1)CCCC3
    104.3	108.0	.	88.3	100.9	96.5	101.8	105.9
COc1ccc(C(=O)C2=Cc3cc4ccccc4n3Cc3cnnn32)cc1
    .	100.8	104.4	104.0	102.3	113.6	86.6	69.4
CC(=O)N1N=C(c2ccc(OCC(=O)c3ccc(C)cc3)cc2)CC1c1ccc(Cl)cc1 (stereo unspecified)
    79.2	68.6	68.9	41.4	72.8	84.8	39.6	29.4
COc1ccc(C(CN(C)C)OC(=O)C(c2ccccc2)c2ccccc2)cc1 (stereo unspecified)
    104.1	100.6	.	106.5	97.8	124.0	104.1	102.1
O=C(Nc1ccccc1F)Nc1cccc2ccccc12
    119.0	101.0	89.1	82.0	92.1	105.6	92.0	92.3
Cc1nn(C)c2ncnc(N/N=C/c3ccc(O)cc3)c12
    97.1	95.0	76.3	98.2	96.1	92.6	97.3	97.3
CCCN=C(N)Nc1ccc2cc3ccc(NC(N)=NCCC)cc3nc2c1
    96.8	99.9	90.6	106.6	89.8	126.7	99.3	100.2
Cc1cc(C)nc(/N=C/c2ccccc2O)c1
    .	102.5	98.5	107.6	97.0	111.4	115.8	97.0
O=C(CSc1nc2ccccc2c(=O)n1-c1ccccc1)Nc1cccc(C(=O)/C=C/c2ccccc2)c1
    100.4	97.5	.	96.7	99.0	102.1	99.5	80.1
COc1ccc([C@H]2[C@H](C(=O)N(C)C)c3ccccc3C(=O)N2c2ccc(OC)cc2)cc1
    100.8	99.1	.	96.9	.	112.6	95.9	90.0
O=c1[nH]c2ccccc2cc1-c1nc2ccncc2[nH]1
    73.9	87.3	64.3	81.9	100.9	95.7	86.7	90.4
C/C(=N\O)c1ccc(N2C(=O)c3cccc4cc([N+](=O)[O-])cc(c34)C2=O)cc1
    103.9	100.3	122.6	94.8	99.3	108.9	98.1	98.8
O=C1OCC/C1=C/OCCCCO/C=C1/CCOC1=O
    109.5	111.0	77.5	96.8	106.3	100.8	101.3	93.7
CN(C)c1ccc(C(=N)c2ccc(N(C)C)cc2)cc1
    3.8*!	3.0*	27.5&32.5	48.4&58.0	37.2&26.3	36.0&44.0	7.2*!	24.2&32.0
O=c1cc(Cl)c(Cl)nn1-c1ccccc1
    105.2	81.9	90.5	102.2	85.4	107.1	99.1	72.5
O=C(O)c1c(-c2ccc(F)cc2)c(=O)[nH]c2ccccc12
    112.6	90.7	91.3	96.7	96.6	101.2	93.2	104.4
COc1cc(C=O)cc([N+](=O)[O-])c1O
    92.0	102.9	108.5	100.8	110.2	114.4	111.9	98.2
CSc1cccc(/C(C)=C(\C)C2CC2CCNS(=O)(=O)c2ccc(C)cc2)c1 (stereo unspecified)
    96.4	91.9	.	72.0	112.1	97.2	73.0	77.5
C=CCS(C)(=O)=O
    100.3	95.8	99.4	91.3	87.3	105.9	104.3	92.9
C[n+]1c2ccccc2nc2c(N)cc(N)cc21
    121.4	96.0	84.2	65.9	56.6	108.7	56.9	82.0
COc1ccc(C2CC(c3ccc(N)cc3)=NN2c2ccccc2)cc1OC (stereo unspecified)
    .	100.5	.	.	93.0	105.4	.	92.0
COc1ccc(-n2nc3c(c(C#N)c2=O)CC(c2ccoc2)C([N+](=O)[O-])=C3O)cc1 (stereo unspecified)
    105.4	102.2	85.6	82.0	79.4	107.3	100.8	99.5
N#Cc1c(-c2cc(=O)oc3ccc(Cl)cc23)cc(-c2cc3cc(Br)ccc3oc2=O)nc1N
    95.5	102.3	89.0	100.3	98.8	100.3	99.4	92.0
O=C(O)C(=O)Cc1ccc([N+](=O)[O-])cc1Br
    106.1	99.8	.	90.6	101.5	107.8	99.5	101.7
Cc1cc2c(C(C)C)c(O)c(O)c(C=NCCS(=O)(=O)O)c2c(O)c1-c1c(C)cc2c(C(C)C)c(O)c(O)c(C=NCCS(=O)(=O)O)c2c1O
    89.2	91.0	79.8	73.9	85.7	89.2	97.3	47.3
CCOC(=O)/C(C)=N/N
    119.8	99.5	93.5	108.7	110.7	102.1	104.3	111.3
CC(CCC(C)[n+]1ccc2ccccc2c1)[n+]1ccc2ccccc2c1 (stereo unspecified)
    53.9	97.2	81.6	97.2	95.0	85.0	101.7	95.2

Continued:
Values in the order – SK-MEL-2	M14	HOP-92	EKVX	HOP-62	SK-MEL-28	SK-MEL-5	A549/ATCC
COc1ccc(N2C(=O)N(c3ccc(SC)cc3)C(=N)C2=S)cc1
    109.4	87.1	89.1	93.2	86.7	105.6	93.4	80.4
CCOC1=C(C#N)C(Nc2ccc(S(N)(=O)=O)cc2)=C(C#N)C(Cl)N1 (stereo unspecified)
    116.5	107.8	82.5	100.8	104.0	113.9	97.3	113.2
Nc1nc(-c2ccc(Br)cc2)cc(-c2cnn(-c3ccccc3)n2)n1
    95.1	92.2	70.1	95.7	89.2	95.4	96.5	77.2
Cc1cc(=S)cc(C)o1
    102.3	105.8	104.2	102.2	109.8	107.3	108.9	116.8
O=[N+]([O-])c1ccc(OCCCCOc2ccccc2)cc1
    90.3	111.6	77.0	107.2	111.9	106.1	94.9	91.4
Cc1ccc(N2CCC(=O)NC2=S)cc1
    118.2	103.3	88.7	101.7	113.8	110.7	100.4	105.2
COc1ccc(/C=C2\Oc3cc(OCCN4CCC(Cc5ccccc5)CC4)ccc3C2=O)cc1
    121.2	86.1	56.1	99.1	89.5	99.5	89.4	94.0
O=C(NCc1ccc(Cl)cc1Cl)C1CCC(=O)N1c1cncs1 (stereo unspecified)
    98.4	111.0	117.9	105.8	98.6	110.1	98.3	93.1
CCN(CC)CCCOc1cc([N+](=O)[O-])ccc1C#N
    97.1	101.5	128.4	98.6	100.6	102.7	97.5	90.4
Cn1c(N)c(N=O)c(=O)n(C)c1=O
    101.7&107.6	96.7&100.2	102.6	95.9&97.4	108.4&101.5	100.4&104.4	99.6&136.7	96.8&106.2
O=C(CN1C(=O)S/C(=C\c2ccc(Cl)cc2)C1=O)Nc1ccc(C(=O)/C=C/c2cc3ccccc3nc2Cl)cc1
    101.1	98.4	88.4	84.6	95.7	101.7	68.3	96.7
COc1ccc(C(Cl)=C(c2ccc(OC)cc2)c2ccc(OC)cc2)cc1
    91.8	100.5	81.4	93.7	106.0	120.4	95.7	91.3

Limited to SK-MEL-28, HOP-62 and HOP-92 (seven entries from above):
Structure | SK-MEL-28 | HOP-62 | HOP-92
O=C1OCC/C1=C/OCCCCO/C=C1/CCOC1=O | 100.8 | 106.3 | 77.5
CN(C)c1ccc(C(=N)c2ccc(N(C)C)cc2)cc1 | 36.0&44.0 | 37.2&26.3 | 27.5&32.5
O=c1cc(Cl)c(Cl)nn1-c1ccccc1 | 107.1 | 85.4 | 90.5
O=C(O)c1c(-c2ccc(F)cc2)c(=O)[nH]c2ccccc12 | 101.2 | 96.6 | 91.3
COc1cc(C=O)cc([N+](=O)[O-])c1O | 114.4 | 110.2 | 108.5
CSc1cccc(/C(C)=C(\C)C2CC2CCNS(=O)(=O)c2ccc(C)cc2)c1 (stereo unspecified) | 97.2 | 112.1 | .
C=CCS(C)(=O)=O | 105.9 | 87.3 | 99.4

Bioassay records: PubChem, NCI
